High-throughput results deposited in PubChem BioAssay by National Center for Advancing Translational Sciences (NCATS).
TDP1 inh: qHTS Assay for Inhibitors of Tyrosyl-DNA Phosphodiesterase (TDP1); Tyrosyl-DNA phosphodiesterase 1 (Homo sapiens), Q9NUW8; AID 485290, 2010; recombinant TDP1, AlphaScreen DNA substrate cleavage; Potency, µM (top dose mostly 130 µM), for inactives: top-dose activity change, negative = inhibition, hits mostly inhibitors; 0.28% of 350,000 active; note: nearly all actives have a fitted effect of over 40% in size
Target sequence (Q9NUW8 whole entry, looked up): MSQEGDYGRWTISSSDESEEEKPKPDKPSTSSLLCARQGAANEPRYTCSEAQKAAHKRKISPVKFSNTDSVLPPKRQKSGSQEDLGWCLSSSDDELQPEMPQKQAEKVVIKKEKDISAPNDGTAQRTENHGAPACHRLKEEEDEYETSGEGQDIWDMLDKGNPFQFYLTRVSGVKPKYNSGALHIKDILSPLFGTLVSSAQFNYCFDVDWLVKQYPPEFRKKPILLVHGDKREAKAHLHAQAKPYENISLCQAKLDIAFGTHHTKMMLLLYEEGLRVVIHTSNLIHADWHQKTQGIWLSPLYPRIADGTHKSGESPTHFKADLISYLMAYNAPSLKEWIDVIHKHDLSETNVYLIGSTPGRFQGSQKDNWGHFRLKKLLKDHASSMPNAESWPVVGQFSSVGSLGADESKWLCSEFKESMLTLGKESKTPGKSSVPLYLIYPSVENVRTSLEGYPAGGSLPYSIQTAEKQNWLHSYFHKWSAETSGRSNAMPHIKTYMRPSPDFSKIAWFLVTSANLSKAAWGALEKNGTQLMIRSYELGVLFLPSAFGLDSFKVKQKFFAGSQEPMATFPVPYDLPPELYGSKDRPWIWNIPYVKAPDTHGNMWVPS
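AlphaScreen read-out: signal falls as enzyme removes the 3' tyrosine-FITC from a 5'-biotinylated DNA oligo (15 nM, 5 min, RT). Enzyme was E. coli-made recombinant Tdp1 at 1 nM, exposed to compound for 15 min beforehand; beads 10 ug/ml, 10 min.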
N370S GC: qHTS Assay for Inhibitors and Activators of N370S glucocerebrosidase as a Potential Chaperone Treatment of Gaucher Disease; Lysosomal acid glucosylceramidase (Homo sapiens), P04062; 0.092% of 330,000 active; Potency, µM (titrated, usually from 59.4 µM), for inactives: at the highest dose activity change, negative = inhibition, most hits filed as inhibitors; AID 2101, 2009; N370S GC spleen homogenate, 4MU-glucoside fluorescence;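 note: 0% = full enzyme activity and -100% = no enzyme basal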
FEN1 inh: qHTS Assay for the Inhibitors of Human Flap endonuclease 1 (FEN1); 0.35% of 390,000 active; Potency, µM (doses to about 114 µM), without a hit: top-dose activity change, negative = inhibition, most hits filed as inhibitors; Recombinant FEN1 flap cleavage, fluorescence, 15 min; P39748; note: nearly all actives have a fitted effect of over 65% in size
Target sequence (P39748 whole entry, looked up): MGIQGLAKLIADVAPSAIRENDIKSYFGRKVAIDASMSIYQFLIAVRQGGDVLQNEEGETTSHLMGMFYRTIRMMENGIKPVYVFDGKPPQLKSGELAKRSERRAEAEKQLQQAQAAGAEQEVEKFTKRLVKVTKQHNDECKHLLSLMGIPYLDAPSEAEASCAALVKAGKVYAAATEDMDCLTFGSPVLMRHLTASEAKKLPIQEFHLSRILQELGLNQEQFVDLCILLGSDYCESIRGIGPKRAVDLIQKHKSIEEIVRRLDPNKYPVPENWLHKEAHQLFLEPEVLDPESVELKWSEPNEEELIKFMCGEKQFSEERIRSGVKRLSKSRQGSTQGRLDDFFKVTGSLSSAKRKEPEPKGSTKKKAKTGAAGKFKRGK
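Nuclease activity of 10 nM FEN1 was measured after 15 min of room-temperature exposure to titrated compounds, by adding 50 nM flap substrate and reading plates at 0 and 15 min.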
* hit, by the source's call; & = joins results of further samples; [ ] = remark or other dose. Calls come from the whole dose curve; as a rule, active = well fitted curve in the direction sought with a large enough effect; inconclusive = small, poorly fitted or top-dose-only effect, or another doubt; inactive = no such curve, though single readings can be large; an effect the other way counts as inactive or inconclusive. Unless noted, % is set by controls: 0 for no effect and ±100 for the full control effect; potency is the fitted concentration of half-maximal effect.

`CC1CCCN(C(=O)C2CCN(S(=O)(=O)c3cccs3)CC2)C1` (stereo unspecified) gave TDP1 inh -2.9%, N370S GC -25.7% and FEN1 inh 1.3%.
For O=C(NCCN1CCOCC1)c1cc(Cl)ccc1Cl the results were TDP1 inh 2.9%, N370S GC -8.2% and FEN1 inh 4.5%.
For Cc1ccc(NCc2nnc(SCC(=O)c3ccccc3)o2)c(C)c1 the results were TDP1 inh 6.7%, N370S GC 3.6% and FEN1 inh -7.8%.
Screening COc1ccc(NC(=O)c2ccc(S(=O)(=O)N3CCOCC3)o2)cc1 returned TDP1 inh 2.9%, N370S GC -8.6% and FEN1 inh 17.5%.
For Cc1ccc(OCc2cc(C(=O)NC3CCCCC3)no2)cn1 the results were TDP1 inh 0.6%, N370S GC -6.4% and FEN1 inh -6.2%.
Screening C=CCn1c(=O)c2ccccc2n2c(SCC(=O)/C(C#N)=C(\C)N)nnc12 returned TDP1 inh 0.0%, N370S GC -8.2% and FEN1 inh -10.3%&-16.3%.
`N=c1n(CCc2ccccc2)c2ccccc2n1Cc1ccccc1F` gave TDP1 inh 2.7%, N370S GC 8.4% and FEN1 inh -6.6%.
`COCc1nc(-c2cc(OC)c(OC)c(OC)c2)no1` gave TDP1 inh 2.1%, N370S GC 0.2% and FEN1 inh 7.3%.
For Cc1ccc(-c2nnc(NCCCO)c3ccccc23)cc1 the results were N370S GC -11.8% and FEN1 inh -3.6%.
`Cc1cc(C)n(-c2nc(C)nc(NCc3ccccc3)n2)n1` gave TDP1 inh 2.3%, N370S GC 4.8% and FEN1 inh 3.3%.
For COc1ccc(/C(C)=N/OC/C(O)=C(\C#N)c2nc3ccccc3[nH]2)cc1 the results were TDP1 inh 5.5%, N370S GC 8.7% and FEN1 inh 0.3%.
For CCCCOC(=O)Nc1nnc(CCOCC)s1 the results were TDP1 inh -4.4%, N370S GC -6.9% and FEN1 inh 12.8%.
O=C(CCC(=O)OCC(=O)c1ccc(C(F)(F)F)cc1)OCC(=O)c1ccc(C(F)(F)F)cc1 was read as N370S GC 2.2% and FEN1 inh -1.2%.
`C=C[C@@H]1[C@@H](C)[C@H](C)C(=O)C([C@H](O)C(C)C)[C@@H]1C` (stereo partly specified) gave TDP1 inh 3.8%, N370S GC -3.3% and FEN1 inh -12.8%.
For COc1cccc(OC)c1C(=O)Nc1cccc(-n2cnnn2)c1 the results were TDP1 inh 3.3%, N370S GC 14.5% and FEN1 inh -1.9%.
N#Cc1c(NC(=O)CSc2ncn(-c3ccccc3)n2)sc2c1CCCC2 was read as TDP1 inh 4.4%, N370S GC inconclusive and FEN1 inh -1.2%.
`CCOC(=O)c1sc(NC(=O)CSc2nncs2)c(C(=O)OCC)c1C` gave TDP1 inh 1.0%, N370S GC inconclusive and FEN1 inh -2.2%.
Cc1ccc(C2=N/C(=C\N(C)C)C(=O)O2)cc1 was read as TDP1 inh -1.1%, N370S GC 12.8% and FEN1 inh -0.4%.
O=C(C1CCCO1)N1CCN(Cc2c(O)ccc3ccccc23)CC1 (stereo unspecified) was read as TDP1 inh 9.4%, N370S GC 16.4% and FEN1 inh -1.2%.
CC1(C)CC(=O)C2=C(C1)c1c(ccc3ccccc13)NC2c1ccc(Br)o1 (stereo unspecified) was read as TDP1 inh 2.0%, N370S GC inconclusive and FEN1 inh -15.5%.
CC(=O)NC(Cc1cccc(F)c1)C(=O)NC1CCN(C(=O)Nc2ccccc2)CC1 (stereo unspecified) was read as TDP1 inh 3.5%, N370S GC 0.0% and FEN1 inh -1.7%.
`Cc1ccc(O)c(C(=O)CC(=O)c2cccc(F)c2)c1` gave TDP1 inh 7.0%, N370S GC 5.1% and FEN1 inh -8.9%.
Nc1cccc2nsnc12 was read as N370S GC -1.3% and FEN1 inh -16.8%.
Screening CC(=O)Nc1ccc(S(=O)(=O)NC(CC(=O)NCCC2=CCCCC2)C(C)C)cc1 (stereo unspecified) returned TDP1 inh 0.0%, N370S GC -13.4% and FEN1 inh -0.7%.
Screening Cc1cc(C)cc(C(=O)N(C)[C@H](Cc2ccc(-c3ccccc3)cc2)C(=O)N[C@@H](Cc2c[nH]c3ccccc23)C(=O)O)c1 returned TDP1 inh 10.2%&15.5% and N370S GC 2.9%&13.4%.
Screening Cc1ccccc1Nc1cc(C(=O)NC2CCCCC2)c2ccccc2n1 returned TDP1 inh -2.3% and FEN1 inh -3.1%.
For O=C(CCl)N(CCCNC(=O)C(F)(F)F)c1ccc([N+](=O)[O-])cc1 the results were TDP1 inh 1.4%, N370S GC 1.4% and FEN1 inh 1.0%.
For CCC(C(=O)NCCCc1ccccc1)n1nc(C)c2c(C)n(-c3ccccc3)nc2c1=O (stereo unspecified) the results were TDP1 inh 0.5%, N370S GC 2.8% and FEN1 inh 3.8%.
COc1ccc(S(=O)(=O)N2CCOCC2)cc1NC(=O)Cc1c(Cl)cccc1Cl was read as TDP1 inh -2.8%, N370S GC 1.5% and FEN1 inh 5.9%.
CC1(C)Oc2ccc(/C=C/C(=O)N3CCOCC3)c(O)c2C(N2CCOCC2)C1O (stereo unspecified) was read as TDP1 inh 0.0% and N370S GC -1.7%.

A portion taken from the entries so far, for reference:
Screening Cc1cc(C)cc(C(=O)N(C)[C@H](Cc2ccc(-c3ccccc3)cc2)C(=O)N[C@@H](Cc2c[nH]c3ccccc23)C(=O)O)c1 returned TDP1 inh 10.2%&15.5% and N370S GC 2.9%&13.4%.
Screening Cc1ccccc1Nc1cc(C(=O)NC2CCCCC2)c2ccccc2n1 returned TDP1 inh -2.3% and FEN1 inh -3.1%.
For O=C(CCl)N(CCCNC(=O)C(F)(F)F)c1ccc([N+](=O)[O-])cc1 the results were TDP1 inh 1.4%, N370S GC 1.4% and FEN1 inh 1.0%.
For CCC(C(=O)NCCCc1ccccc1)n1nc(C)c2c(C)n(-c3ccccc3)nc2c1=O (stereo unspecified) the results were TDP1 inh 0.5%, N370S GC 2.8% and FEN1 inh 3.8%.
COc1ccc(S(=O)(=O)N2CCOCC2)cc1NC(=O)Cc1c(Cl)cccc1Cl was read as TDP1 inh -2.8%, N370S GC 1.5% and FEN1 inh 5.9%.
CC1(C)Oc2ccc(/C=C/C(=O)N3CCOCC3)c(O)c2C(N2CCOCC2)C1O (stereo unspecified) was read as TDP1 inh 0.0% and N370S GC -1.7%.

(further entries)
CC(C)c1ccc(NC(=O)C2C3C=CC4(O3)C2C(=O)N(CCCN2CCCCC2)C4C(=O)NC2CCCCC2)cc1 (stereo unspecified) was read as TDP1 inh -4.8%, N370S GC -4.0% and FEN1 inh -0.4%.
CC(=O)Nc1ccc(C(=O)CSc2nnc(Cn3nnc4ccccc43)n2C)cc1 was read as TDP1 inh 1.0%, N370S GC -6.4% and FEN1 inh -3.4%.
`CSc1nnc(NC(=O)c2nc(S(=O)(=O)Cc3ccc(C)cc3)ncc2Cl)s1` gave TDP1 inh 8.2%, N370S GC -0.4% and FEN1 inh -12.7%.
`COC(=O)c1ccccc1NC(=O)CCCS(=O)(=O)c1nc(-c2ccccc2OC)cc(C(F)(F)F)n1` gave TDP1 inh 11.8% and FEN1 inh -0.2%.
For CCC(=O)Nc1ccc(N2CCN(Cc3ccccc3)CC2)cc1 the results were TDP1 inh 3.8%, N370S GC 7.6% and FEN1 inh -5.2%.
Nc1ncnc(Oc2ccccc2F)c1[N+](=O)[O-] was read as TDP1 inh -8.2%, N370S GC 4.0% and FEN1 inh -7.3%.
`CC(C)(C)c1ccc2oc(=O)cc(-c3cccc(-c4ccc(C(F)(F)F)cc4)c3)c2c1` gave TDP1 inh 0.2%[56.1 µM] and FEN1 inh -13.1%.
Screening COc1ccc(C2CC(=O)C(C(c3ccc(O)cc3)C3C(=O)CC(c4ccc(OC)cc4)CC3=O)C(=O)C2)cc1 (stereo unspecified) returned TDP1 inh 1.2% and N370S GC -2.9%.
Screening CCc1cc(=O)[nH]c(SCCc2ccccc2)n1 returned TDP1 inh 4.8%, N370S GC 3.7% and FEN1 inh -0.2%.
`O=C(Nc1cccc(-c2cccc(Cl)c2)c1)C1CCN(Cc2ccccn2)CC1` gave TDP1 inh 7.9%, N370S GC -17.3% and FEN1 inh 4.0%.
`O=C(O)CC1Sc2ccccc2NC1=O` (stereo unspecified) gave TDP1 inh 6.8%, N370S GC -12.5% and FEN1 inh 2.5%.
COC(=O)c1ccccc1NC(=O)c1ccccc1N(C)S(C)(=O)=O was read as TDP1 inh 1.1%, N370S GC 11.3% and FEN1 inh 10.6%.
Screening CCOC(=O)c1ccc(-c2ccc3c(c2)CCC3)nc1C returned N370S GC -3.2% and FEN1 inh 14.5%.
`CCn1cc(CN(C)S(=O)(=O)c2cccc([N+](=O)[O-])c2)cn1` gave TDP1 inh 2.7%, N370S GC 0.6% and FEN1 inh 16.0%.
COc1cc(C)nc(N(Cc2ccccc2)S(=O)(=O)c2ccccc2)n1 was read as TDP1 inh -4.5%, N370S GC 13.2% and FEN1 inh -3.6%.
For O=C(NC1CCSc2ccccc21)c1ccc(F)c(S(=O)(=O)N2CCOCC2)c1 (stereo unspecified) the results were TDP1 inh 3.9%, N370S GC -13.5% and FEN1 inh -4.9%.
Screening CCOc1ccccc1NC(=O)COC(=O)CN(C)S(=O)(=O)c1ccc(C)cc1 returned TDP1 inh -2.4%, N370S GC 5.1% and FEN1 inh 0.9%.
Cn1ncc(C(N)=O)c1NC(=S)NC(=O)c1ccc(Br)o1 was read as TDP1 inh -5.0%, N370S GC -3.2% and FEN1 inh 14.3%.
Screening Cn1nc(-c2ccccc2)cc1NC(=O)CCCC(=O)O returned TDP1 inh 1.4%, N370S GC -1.6% and FEN1 inh 43.4%[activator].
O=C(Nc1ccc2c(c1)OCO2)c1cnc(Cl)c(Cl)c1 was read as N370S GC 0.2% and FEN1 inh 0.7%.
`COc1ccc(C(=O)Nc2c(N)nc(SCC(=O)NCC3CCCO3)[nH]c2=O)cc1OC` (stereo unspecified) gave TDP1 inh 2.6%, N370S GC -6.2% and FEN1 inh 0.3%.
For CCC(COC(=O)Nc1cccc(C)c1)NC(=O)OCC(C)C (stereo unspecified) the results were TDP1 inh 1.0%, N370S GC -17.2% and FEN1 inh -4.2%.
For O=C(c1ccc(CS(=O)Cc2ccccc2Cl)o1)N1CCN(C2CCCCC2)CC1 (stereo unspecified) the results were TDP1 inh 2.6%, N370S GC -0.7% and FEN1 inh -11.7%.
`C=C[C@H](CC(C)C)N(Cc1ccccc1)S(=O)(=O)N(Cc1ccc(OC)cc1)[C@H](C=C)CC(C)C` gave TDP1 inh -0.5% and FEN1 inh -6.3%.
Screening Cc1nc(CN(C)C(=O)CC2C(=O)NCCN2Cc2ccc(F)cc2)cs1 (stereo unspecified) returned TDP1 inh 1.9%, N370S GC 10.3% and FEN1 inh -1.4%.
`Cc1ccccc1C[n+]1cccc2ccccc21` gave TDP1 inh -1.5%, N370S GC -14.2% and FEN1 inh 17.5%.
`Cc1nn(Cc2ccccc2)c(C)c1NC(=O)c1cc(-c2cccs2)on1` gave TDP1 inh 2.0%, N370S GC 16.5% and FEN1 inh 5.2%.
Screening CCCCn1c(Cc2ccccc2)nnc1SCC(=O)N1CCOCC1 returned TDP1 inh 5.5%, N370S GC 5.4% and FEN1 inh 2.0%.
`CCOc1ccc(S(=O)(=O)Nc2ccc(C(=O)NNC(=O)c3ccncc3)cc2)cc1` gave TDP1 inh -9.6%[0.505 µM], N370S GC -6.8% and FEN1 inh -9.1%.
`C#CCOCCOCCOCCNc1nc(N2CCN(C(=O)[C@H]([C@@H](C)CC)n3cc([C@@H](N)Cc4ccc(O)cc4)nn3)CC2)nc(N2CCN(C(=O)[C@H](Cc3cc4ccccc4[nH]3)n3cc([C@@H](N)CC(C)C)nn3)CC2)n1` gave TDP1 inh 5.0%, N370S GC -23.0% and FEN1 inh 6.4%.
For COc1ccc(NC(=O)CCS(=O)(=O)c2ccc3c(c2)oc(=O)n3C)cc1 the results were N370S GC -24.5% and FEN1 inh -4.0%.
Screening O=[N+]([O-])/C=C1\C=CC=CN1Cc1ccc(Cl)cc1 returned N370S GC -11.8% and FEN1 inh 9.7%.
Screening CC(C)CCNC(=O)c1cccc(C(=O)NCCC(C)C)c1 returned TDP1 inh 2.5%, N370S GC 7.2% and FEN1 inh 6.9%.
`CC1Cc2cc(/C(O)=C3/C(=O)C(=O)N(CCN4CCOCC4)C3c3ccc(C(C)C)cc3)ccc2O1` (stereo unspecified) gave N370S GC -0.9% and FEN1 inh 13.4%.
Screening C[n+]1ccccc1/C=N\O returned TDP1 inh 15.4%[21 µM] and N370S GC 2.0%[21.6 µM].
Screening CCOc1ccccc1N1CCN(C(=O)c2csc(C)c2CC)CC1 returned TDP1 inh 0.0%, N370S GC -10.1% and FEN1 inh 14.0%.
